# Assay outcomes: PubChem BioAssay, Broad Institute
# esBAF inh = Bmi1 luciferase reporter increase in mESCs, primary screen, esBAF inhibitor project, mouse ES cells, Bmi1 luciferase knock-in, single point. 350,000 tested, 2% active. 24 h; 100% = twice the neutral-well signal. AID 602393, 2012. reporter increase, % at 12.5 µM; in the data active means activation above about 40%;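 further: 0% = median of the plate's neutral control wells and 100% = double that signal; a rise in the Bmi1 reporter signal indicates esBAF inhibition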
# C2C12 statin = suppressors of statin myotoxicity in C2C12 myotubes, primary screen, cell-based, single point, plate reader; C2C12 myotubes + simvastatin, ATP luminescence, 48 h; scaled: DMSO 0, geranylgeraniol control 100; rescue of ATP level, % at 7.49 µM; 330,000 tested, 0.78% active;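 active means mean ATP rescue above about 67%, or every replicate alone reaching that limit, limit read from the data, passing the limit was not always enough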;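 further: myotubes were challenged with 10 µM simvastatin during compound exposure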
# Numbers without * were called inactive. This is a subset; the hit share may differ from the screen's.
SMILES,esBAF inh,C2C12 statin
COc1ccc2c(c1)[nH]c1c(=O)n(Cc3ccco3)cnc12,20,-9
O=C(COc1ccc(S(=O)(=O)N2CCCCC2)cc1)N1CCCCCC1,8,9
Brc1ccc2ncnc(NCc3ccccc3)c2c1,-4,11
COC(=O)c1ccc(NC(=O)COC(=O)CSc2nc(C)cc(C)n2)cc1,-1,2
COc1nc(-c2ccccc2Cl)ccc1C#N,3,-2
COCCCn1cnc2oc3nc4ccccc4nc3c2c1=O,-35,-9
COc1ccc(-n2c(C)c3c(OC)cccc(=O)c3c2C)cc1,1,-24
COc1cccc(OC)c1-c1nn2c(-c3ccco3)nnc2s1,54*,-3
C=CCn1c(SCc2cccc3ccccc23)nnc1-c1cccnc1,5,-2
Cc1nc2sc3c(c2c(=O)o1)CCC3,-4,2
CC[C@@H](C)[C@H](NC(=O)C1CCN(C(=O)[C@@H](NS(=O)(=O)c2ccc(C)cc2)C(C)C)CC1)C(=O)O,0,-6
NC(=O)C1(N2CCCCC2)CCN(CC(=O)Nc2ccc(Oc3ccccc3)cc2)CC1,-10,28
Cc1sc(NC(=S)NC(=O)c2ccccc2)c(C#N)c1C,9,-6
CCN(CC)S(=O)(=O)c1ccc(C(=O)Nc2ccc(OCC(=O)N3CCOCC3)cc2)cc1,7,3
CCCCC(CC)CN=C(N)NC(N)=NCCCCCCN=C(N)NC(N)=NCC(CC)CCCC (centres undefined),-72,-138

# Profiles, looked up by structure. Values in the order: esBAF inh | C2C12 statin
# `CCN(CC)S(=O)(=O)c1ccc(C(=O)Nc2ccc(OCC(=O)N3CCOCC3)cc2)cc1` across the screens: 7 | 3
# `COc1ccc(-n2c(C)c3c(OC)cccc(=O)c3c2C)cc1` across the screens: 1 | -24
# `CCCCC(CC)CN=C(N)NC(N)=NCCCCCCN=C(N)NC(N)=NCC(CC)CCCC` (centres undefined) across the screens: -72 | -138
# `Cc1nc2sc3c(c2c(=O)o1)CCC3` across the screens: -4 | 2

# New compounds follow
SMILES,esBAF inh,C2C12 statin
O=C(O)CC1SC(=Nc2ccccc2)N(c2ccccc2)C1=O (centres undefined),-13,115*
CC1=C(C)NC(=S)SC1,-6,-8
CNS(=O)(=O)c1cnccc1N1CCN(c2cccc(Cl)c2)CC1,-5,-11
CC(C)Cn1c(SCC#N)nc2ccccc2c1=O,-8,-8
CCc1nc2ccccc2n1CC(O)COc1ccc(NC(C)=O)cc1 (centres undefined),-4,-7
COc1ccc(OC)c(-n2nnnc2SCC(=O)O)c1,2,-1
O=C(CSc1nc(Nc2ccccc2)nc(N2CCOCC2)n1)Nc1ccc2c(c1)OCCO2,-2,19
O=C1CC(Cc2ccc(Cl)cc2)C(=O)N1c1ccccn1 (centres undefined),4,1
CCCN1C(=O)SC(CC(=O)Nc2ccc(C)cc2)C1=O (centres undefined),-4,-5
O=C(CSc1nc(-c2ccco2)cc(C(F)(F)F)n1)N1CCSCC1,3,86*
COc1cc(C)nc(N2CCCC(C(=O)Nc3cccc(Cl)c3Cl)C2)n1 (centres undefined),-4,19
O=C(CC1Nc2ccccc2NC1=O)NCCCN1CCCCCC1 (centres undefined),2,-11
COc1ccc(CC(=O)Nc2ccc(-c3noc(COc4ccccc4C)n3)cc2)cc1,-8,-9
COC(=O)C1C(=O)N2CCCSC2=C(C#N)C1c1cccs1 (centres undefined),-3,-10
COc1ccc(Cl)cc1NC(=O)CCCN1C(=O)CCC1=O,3,24
Cc1onc(-c2ccccc2)c1C(=O)Nc1nc2c(s1)C(=O)CC(C)(C)C2,-2,-4
COc1ccc(C(=O)Oc2c(CN3CCOCC3)cc(Cl)c3cccnc23)cc1,-9,-16
O=C1CC(Sc2nnnn2-c2ccccc2)C(=O)N1c1cccc(Cl)c1 (centres undefined),-11,-25
CN1CCN(S(=O)(=O)c2ccc(NC(=O)C3CCCCC3)cc2)CC1,-8,-23
c1ccc2cc(-c3csnn3)ccc2c1,21,12
O=C(CSc1nnnn1-c1ccccc1)Nc1nsc(-c2ccccc2)n1,8,15
CCn1nccc1C(=O)Nc1nc2ccccc2n1CCN1CCCCC1,-6,-23
O=C1CC2C(CC(OC(=O)c3ccc(-c4ccccc4)cc3)C2CO)O1 (centres undefined),31,-29
CC1(C)CC(=O)C2=C(C1)Oc1ncn(Cc3ccco3)c(=N)c1C2c1ccccc1 (centres undefined),2,0
CN(C)C(=O)c1ccc(Oc2ccc(C(=O)N(C)C)cc2)cc1,5,-4
CC1(C)C(c2ccc(Cl)cc2)=[N+]([O-])C2(CCCC/C2=N\O)N1O (centres undefined),-2,116*
CSc1nnc(-c2ccccc2Cl)n1N,4,7
COc1ccccc1C1/C(=C(/O)c2ccccc2)C(=O)C(=O)N1CC(C)C (centres undefined),0,-1
Cc1ccc(C(=O)Nc2cccnc2)cc1NC(=O)c1ccco1,3,-1
N#Cc1cccc(NC(=O)CCC2CCCC2)c1,14,-16

# Quoted at random: four records from the list, in no set order.
SMILES,esBAF inh,C2C12 statin
CC1(C)CC(=O)C2=C(C1)Oc1ncn(Cc3ccco3)c(=N)c1C2c1ccccc1 (centres undefined),2,0
Cc1onc(-c2ccccc2)c1C(=O)Nc1nc2c(s1)C(=O)CC(C)(C)C2,-2,-4
CCn1nccc1C(=O)Nc1nc2ccccc2n1CCN1CCCCC1,-6,-23
CN1CCN(S(=O)(=O)c2ccc(NC(=O)C3CCCCC3)cc2)CC1,-8,-23

# (next part)
SMILES,esBAF inh,C2C12 statin
CN(C)S(=O)(=O)c1ccc(C(=O)Nc2cccnc2)cc1,-7,-12
CCC(=O)N1CCc2cc(Br)cc(S(=O)(=O)NCc3ccco3)c21,-2,-3
COc1ccc(-n2nnnc2-c2cn(C)nc2C(F)(F)F)cc1,2,9
CCC1(C)Cc2c(sc3nc(NC)n(C)c(=O)c23)CO1 (centres undefined),-1,12
CC(C)(C)C(=O)Cn1c(NCCO)nc2ccccc21,-2,-13
O=C(NCCCN1CCN(c2cccc(Cl)c2)CC1)C1CCC(=O)N1Cc1ccccc1Cl (centres undefined),0,12
c1ccc2c(c1)oc1c(NCCN3CCOCC3)ncnc12,2,-5
CCn1c(C)nc2cc(-c3nc4n(n3)Cc3ccccc3-4)ccc21,-89,-212
N#Cc1c(C(F)(F)F)cc(-c2ccco2)nc1SCc1ccccn1,4,-3
CC1CC(NC(=O)C2(C)CC2(Cl)Cl)CC(C)(C)C1 (centres undefined),0,-62
Cc1ccc(CNC(=O)CN(C2CCCCC2)S(C)(=O)=O)cc1,-5,-16
O=C(Nn1c(-c2ccccc2)nc2ccccc2c1=O)c1ccco1,-4,-1
C#CCOCCOCCOCCNc1nc(N2CCN(C(=O)CCCCCCCCCCNC(=O)[C@H](CCCCN)n3cc(C)nn3)CC2)nc(N2CCN(C(=O)CCCCCCCCCCNC(=O)[C@@H]([C@H](C)CC)n3cc(CCCCCN)nn3)CC2)n1,-79,-194
O=C(Nc1ccccc1C(=O)OCC(=O)N1CCc2ccccc2C1)c1ccco1,5,-14
Cc1ccc(-n2nnc3c(SCC(=O)NCC4CCCO4)ncnc32)cc1 (centres undefined),2,4
CCC(=O)Nc1ccc(C(=O)Nc2ccc3c(c2)OCO3)cc1,26,-18
Cc1cccn2c(N)c(-c3ccccc3)nc12,6,10
CN(C)c1ccc(N/C=C/C(=O)c2ccc(F)cc2)cc1,0,-10
C[C@@H](O)C1NC(=O)[C@H](CCCCN)NC(=O)c2cc([N+](=O)[O-])cc(F)c2NCCCC[C@@H](C(N)=O)NC1=O (some centres undefined),-8,-10
COc1ccc(CCNC(=O)CCSc2nc(-c3ccco3)cc(C(F)(F)F)n2)cc1OC,-7,1
COc1ccc(-c2ccc(-c3noc(-c4cccc(OC)c4)n3)c(OC)n2)cc1,1,3
O=C(/C=C\Nc1ccccn1)c1ccccc1,-48,3
CCOC(=O)CS(=O)(=O)c1nc(-c2ccc(F)cc2)cc(C(F)(F)F)n1,-20,56
Cn1c(SCC(=O)C(C)(C)C)nnc1-c1ccccn1,19,0
CC1(C)C(=O)OC(c2c(F)c(F)c(F)c(F)c2F)C2(CCCCC2)C1=O (centres undefined),-5,12
CCC12CN(S(=O)(=O)c3ccc(C)cc3)CC(CC)(CN(S(=O)(=O)c3ccc(C)cc3)C1)C2=O,-4,6
N#Cc1ccc(CSc2nnc(-c3cccnc3)n2-c2ccccc2)cc1,-7,-1
C=CCc1ccc(OCC(O)CN2CCCCC2)c(OC)c1 (centres undefined),1,-2
C=C(C)COc1ccc(-c2[nH]ncc2-c2ccccc2)c(O)c1,-4,-19
CCOc1ccc2nc(N(CCN(C)C)C(=O)c3ccc4c(c3)CCCC4)sc2c1,-8,4
CC(=O)NCCOC(=O)Nc1cccnc1,5,-3
COc1ccc(NS(=O)(=O)c2ccc3oc(Nc4ccc5c(c4)OCCO5)nc3c2)cc1,29,32
O=C(COC(=O)c1ccc(Br)o1)NCCCc1ccccc1,-5,-8
CCOC(=O)C1C(=O)NCC2CCCC21 (centres undefined),-2,4
COc1ccc(C(O)c2ncc(-c3cccc(OCc4ccccc4)c3)[nH]2)cc1F (centres undefined),-7,2
CCOc1ccccc1NC(=O)CC1Nc2ccccc2NC1=O (centres undefined),0,11
O=S(=O)(CCc1nc2ccccc2o1)c1ccc(Cl)c(Cl)c1,-7,22
Cc1nnc(N2CCN(c3ccccc3)CC2)[nH]c1=O,-3,98*
CCn1c(CN2CCN(c3ccc(Cl)cc3)CC2)nc2ccccc21,-6,0
COc1ccccc1CC(NC(C)=O)C(=O)NC1CCN(c2nnnn2-c2ccccc2)CC1 (centres undefined),0,-2
O=C(NC1CCCC1)C(c1ccccc1)N(C(=O)c1ccno1)c1ccccc1 (centres undefined),-3,-15
CC(=O)c1c(C)nn(C(C)CC(=O)O)c1C (centres undefined),-3,-3
O=C(O)c1ccc(-c2ccco2)n1Cc1ccccc1,-7,-9
O=C1N/C(=C/c2ccc(N3CCOCC3)cc2)C(=O)N1Cc1ccc(F)cc1,0,-53
O=C(CC1Nc2ccccc2NC1=O)NCC1COc2ccccc2O1 (centres undefined),-6,3
CCOC(=O)Cn1nc(-c2ccccc2)ccc1=O,4,8
CCOc1ccc(N2C(=O)CC(NCc3ccc(F)cc3)C2=O)cc1 (centres undefined),3,-2
Cc1cc(=O)[nH]c(-n2nc(C)c(Oc3ccccc3O)c2C)n1,2,-26
COc1ccc(C(=O)NN2CCCCC2)cc1OC,18,11
O=C(O)C1C2C=CC3(CN(CC(O)COc4ccccc4)C(=O)C13)O2 (centres undefined),2,2
Cc1ccc(C)c(C(=O)C(C)OC(=O)c2cccn2C)c1 (centres undefined),23,11
Cc1ccc([N+](=O)[O-])cc1NC(=O)CN(C1CCCCC1)S(=O)(=O)c1ccc(Cl)cc1,-5,13
Cc1cccc(NC(=O)COc2ccc(Br)cc2)n1,7,-15
CC1CCN(S(=O)(=O)c2ccc(NC(=O)CSc3ncccc3C(=O)O)cc2)CC1,0,8
CN(C)CCCn1c(-c2ccccc2)nc(=S)c2c1CCCC2,5,0
CC1=C(C#N)C(c2cccnc2)C2=C(CC(C)(C)CC2=O)N1 (centres undefined),-9,3
CC(C)CCn1cnc2c(cnn2-c2ccc(F)cc2)c1=O,46*,-13
O=C(Nc1cccc(C(F)(F)F)c1)NC1CCN(S(=O)(=O)c2ccc(F)cc2)CC1,-4,-8
Cc1ccc(Cc2c(-c3ccco3)nc3ccc(Cl)cn23)cc1,-8,16
CCOc1ccccc1C(=O)Nn1c(C2CCC2)nc2ccccc2c1=O,-5,23

# Structures listed so far that bear a hit mark in esBAF inh.
molecule | esBAF inh
COc1cccc(OC)c1-c1nn2c(-c3ccco3)nnc2s1 | 54*
CC(C)CCn1cnc2c(cnn2-c2ccc(F)cc2)c1=O | 46*

# Continuation:
SMILES,esBAF inh,C2C12 statin
O=C(COc1ccc(Cl)cc1Br)N1CCN(c2ccccc2)CC1,14,30
O=C(O)CCCc1nc2ccccc2s1,-6,-10
O=C(OCc1cc2ccccc2[nH]c1=O)C1CCCCC1,-11,-7
CCOC(=O)C(C)n1cnc2c(nnn2-c2ccccc2)c1=O (centres undefined),11,-8
Cc1c(O)ccc(C(=O)CN2CCN(c3ccccc3F)CC2)c1O,6,1
Cc1cc(C)cc(CC(Cc2nc3ccccc3[nH]2)c2nc3ccccc3[nH]2)c1 (centres undefined),-1,-49
Cn1nc([N+](=O)[O-])nc1Oc1ccccc1N,2,4
C=CCn1c(SCc2c(C)noc2C)nc2sc3c(c2c1=O)CCCC3,-9,-21
Oc1ccccc1C1Nc2cccc3cccc(c23)N1,-8,10
CC1(Cc2cc(Cl)ccc2C(F)(F)F)C(=O)Nc2ccc(OC(F)(F)F)cc21 (centres undefined),-22,-5
O=[N+]([O-])c1cccc(/C=N/Nc2cc(Cl)nc(-c3ccccc3)n2)c1,-9,-24
O=[N+]([O-])c1ccccc1N/N=C/c1cc2ccccc2nc1Cl,30,-66
CC(=O)N(Cc1ccco1)C1(C(=O)NC2CCCCC2)CCCCC1,2,0
CC1CCCCN1C(=O)Cn1cc(C(=O)c2ccco2)c2ccccc21 (centres undefined),-1,-16
CCC(C)Sc1nc2ccccc2c(=O)[nH]1 (centres undefined),1,-13
COC(=O)NCC(C)OC(=O)Nc1cccc(Cl)c1 (centres undefined),14,58
CC(NC(=O)C1CCCO1)c1ccccc1 (centres undefined),3,7
COc1ccccc1C(=O)N(Cc1cccs1)C1CCS(=O)(=O)C1 (centres undefined),-2,-16
O=C(Nc1nc2ccccc2[nH]1)C1CC(=O)N(c2ccc3c(c2)OCCO3)C1 (centres undefined),-28,15

# Some of these compounds in order of their number in esBAF inh, low to high:
canonical_smiles,esBAF inh
Cc1ccc(Cc2c(-c3ccco3)nc3ccc(Cl)cn23)cc1,-8
CCC(C)Sc1nc2ccccc2c(=O)[nH]1 (centres undefined),1
Cc1ccc(-n2nnc3c(SCC(=O)NCC4CCCO4)ncnc32)cc1 (centres undefined),2
